Compound activity from PubChem.
IDE exosite FP – displaces the probe from the exo-site of human IDE; purified IDE, FL-6b probe fluorescence polarization; stronger effect = lower value; z-score at 20 µM; 6.3% of 17,000 active; AID 1259349;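 active = z-score of -3 or lower, meaning strong loss of probe binding signal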;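 note: His-tagged human IDE residues 42-1019 made in E. coli with 30 nM FL-6b probe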
Target sequence (P14735 42-1019 limits assumed): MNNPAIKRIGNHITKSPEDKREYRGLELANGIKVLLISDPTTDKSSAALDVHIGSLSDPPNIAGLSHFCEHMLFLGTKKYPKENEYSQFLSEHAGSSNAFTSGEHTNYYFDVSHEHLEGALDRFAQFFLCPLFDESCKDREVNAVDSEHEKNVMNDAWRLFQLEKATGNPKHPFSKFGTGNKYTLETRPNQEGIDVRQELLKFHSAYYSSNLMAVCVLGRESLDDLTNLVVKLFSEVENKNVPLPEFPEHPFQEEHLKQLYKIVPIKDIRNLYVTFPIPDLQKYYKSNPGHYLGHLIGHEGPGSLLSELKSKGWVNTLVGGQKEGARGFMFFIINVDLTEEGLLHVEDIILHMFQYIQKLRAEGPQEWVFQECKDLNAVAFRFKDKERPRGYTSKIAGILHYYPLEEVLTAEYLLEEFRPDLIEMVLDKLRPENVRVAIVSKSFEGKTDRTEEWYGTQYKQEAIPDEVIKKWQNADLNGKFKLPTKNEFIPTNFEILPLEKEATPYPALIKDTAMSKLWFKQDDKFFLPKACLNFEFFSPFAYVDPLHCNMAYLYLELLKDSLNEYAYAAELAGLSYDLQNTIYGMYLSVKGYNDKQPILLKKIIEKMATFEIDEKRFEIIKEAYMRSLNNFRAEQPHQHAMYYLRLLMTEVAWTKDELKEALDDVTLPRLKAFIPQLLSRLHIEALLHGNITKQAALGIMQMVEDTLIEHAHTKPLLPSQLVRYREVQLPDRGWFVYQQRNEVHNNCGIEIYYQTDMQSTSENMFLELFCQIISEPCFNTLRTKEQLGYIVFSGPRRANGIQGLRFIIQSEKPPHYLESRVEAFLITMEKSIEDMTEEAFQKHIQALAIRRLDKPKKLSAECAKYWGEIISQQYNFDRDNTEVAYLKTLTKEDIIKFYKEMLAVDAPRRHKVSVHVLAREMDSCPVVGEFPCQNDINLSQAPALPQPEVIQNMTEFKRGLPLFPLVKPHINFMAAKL
Numbers without * were called inactive; & = joins results of further samples.

IDE exosite FP	smiles
5.87	CCCC#Cc1ccc([C@H]2[C@H]3CN(S(=O)(=O)Cc4ccccc4)CC(=O)N3[C@H]2CO)cc1
0.635	C[C@H]1CN([C@@H](C)CO)S(=O)(=O)c2ccc(C#CC3(O)CCCC3)cc2O[C@H]1CN(C)C(=O)Nc1cccc(F)c1
2.09	CN(C)CC#Cc1ccc([C@@H]2[C@@H](CO)N3CCCCN(C(=O)NC4CCCC4)C[C@H]23)cc1
-0.896	C[C@H](CO)N1C[C@H](C)[C@@H](CN(C)Cc2ccc(Oc3ccccc3)cc2)Oc2ccc(N(C)C)cc2C1=O
2.13	Cc1cccc(S(=O)(=O)N2CC[C@@H]3[C@H](CO)Nc4ccc(-c5ccccc5F)cc4[C@@H]32)c1
-1.86	CN(C)C(=O)c1ccc(-c2ccc([C@H]3[C@H](CO)N4C(=O)CN(C(=O)CC5CC5)C[C@@H]34)cc2)cc1
0.388	O=C(C[C@@H]1CC[C@H]2NC[C@@H](O)COC[C@@H]2O1)NCc1ccc2c(c1)OCO2
-0.758	COc1ccc(NC(=O)N2CC(=O)N3[C@@H](CO)[C@H](c4ccc(-c5ccc(C)cc5)cc4)[C@@H]3C2)cc1
1.5	CN(C)CC(=O)N1CCCCN2[C@H](C1)[C@H](c1ccc(-c3ccccc3)cc1)[C@@H]2CO
0.853	CC(C)NC(=O)N1CCCCN2[C@H](C1)[C@@H](c1ccc(C#C[C@@H](C)O)cc1)[C@@H]2CO
0.958	O=C(c1cccc(F)c1)N1CCCCN2[C@H](CO)[C@H](c3ccc(C#CC4(O)CCCC4)cc3)[C@H]2C1
-14.2*	CCCNC(=O)N1CC(=O)N2[C@H](C1)[C@H](c1ccc(-c3cccc(C)c3)cc1)[C@@H]2CO
-0.621	Cc1nn(C)cc1NC(=O)C[C@@H]1CC[C@H]2[C@H](COc3ccc(NC(=O)C4CCOCC4)cc3C(=O)N2C)O1
-8.16*	O=C(CN1CCOCC1)N1CCCCN2[C@H](C1)[C@H](c1ccc(/C=C/c3ccccc3)cc1)[C@@H]2CO
0.652	CNC[C@@H]1OCc2cn(nn2)CCCC(=O)N([C@@H](C)CO)C[C@H]1C
0.856	O=C(C[C@H]1CC[C@H]2NC[C@@H](O)COC[C@@H]2O1)NCCN1CCCCC1

3 entries already listed, sorted by length of the SMILES, ascending.
IDE exosite FP	smiles
-14.2*	CCCNC(=O)N1CC(=O)N2[C@H](C1)[C@H](c1ccc(-c3cccc(C)c3)cc1)[C@@H]2CO
2.13	Cc1cccc(S(=O)(=O)N2CC[C@@H]3[C@H](CO)Nc4ccc(-c5ccccc5F)cc4[C@@H]32)c1
-0.758	COc1ccc(NC(=O)N2CC(=O)N3[C@@H](CO)[C@H](c4ccc(-c5ccc(C)cc5)cc4)[C@@H]3C2)cc1

Next entries follow:
IDE exosite FP	smiles
2.33	O=C(c1cccc(F)c1)N1CC[C@@H]2[C@H](CO)Nc3ccc(C#CC4CC4)cc3[C@@H]21
1.42	C/C=C/c1ccc([C@@H]2[C@H](CO)N[C@H]2CN(CC)C(=O)CN2CCOCC2)cc1
0.651	C[C@H]1CNC(=O)[C@H](Cc2ccc(C(F)(F)F)cc2)CCn2nncc2COC1
-0.501	O=C(Nc1nccs1)[C@@H]1[C@@H](CO)[C@@H]2Cn3c(cccc3=O)[C@H]1N2C(=O)C1CC1
2.82	C[C@@H](O)C#Cc1ccc([C@@H]2[C@@H](CO)N3CCCCN(C(=O)c4ccncc4)C[C@@H]23)cc1
-1.7	CCc1nc(N2[C@H](CO)[C@H](c3ccccc3-c3ccc(F)cc3)[C@@H]2C#N)sc1C
2.98	CCCNC(=O)N1[C@H](CO)[C@@H]2c3ccccc3N(C(=O)c3ccncc3)C[C@@H]21
-0.617	COc1ccc2c3c([nH]c2c1)[C@H](CO)N(S(=O)(=O)c1ccc(C)cc1)CC31CCN(Cc2nccs2)CC1
2.49	O=C(Nc1ccc(F)cc1)N1C[C@@H]2[C@H](c3ccccc31)[C@H](CO)N2Cc1ccccc1Cl
4.25	CN(C)C(=O)c1cccc(-c2ccc([C@H]3[C@H](CO)N4CCCCN(CCC(F)(F)F)C[C@@H]34)cc2)c1
2.23	CN(C)CC#Cc1ccc([C@@H]2[C@H]3CN(C(=O)Nc4ccc(F)cc4)CCCCN3[C@H]2CO)cc1
-0.532	COc1ccccc1CNC(=O)C[C@@H]1CC[C@@H]2[C@H](COc3ccc(NC(C)=O)cc3C(=O)N2C)O1
-0.591	Cc1ccc(S(=O)(=O)Nc2ccc3c(c2)C(=O)N(C)[C@@H]2CC[C@@H](CC(=O)NCCc4ccncc4)O[C@@H]2CO3)cc1
4.13	O=C(Nc1ccccc1)N1CCCCN2[C@H](CO)[C@H](c3ccc(Br)cc3)[C@@H]2C1
-6.47*	O=C(c1cnccn1)N1CC(=O)N2[C@@H](CO)[C@H](c3ccc(/C=C/c4ccccc4)cc3)[C@@H]2C1
0.203	O=C(C[C@@H]1CC[C@@H](NC(=O)C2CC2)[C@H](CO)O1)Nc1ccccc1
-8.78*	Cc1ccccc1-c1ccc([C@H]2[C@@H](CO)N3CCCCN(C(=O)Nc4ccccc4)C[C@H]23)cc1
-0.138	COCC(=O)Nc1ccc2c(c1)OC[C@@H](C)N(C)C[C@H](C)[C@H](OC)CN(C)C2=O
0.116	O=C(c1ccccc1F)N1CC(=O)N2[C@H](CO)[C@H](c3ccc(-c4ccccc4)cc3)[C@@H]2C1
1.51	COc1ccccc1-c1ccccc1[C@@H]1[C@@H](C#N)N(C(=O)C2CC2)[C@@H]1CO
2.09&0.866	O=C(C1CCOCC1)N1C[C@@H]2N[C@H](C1)C2c1ccc(-c2ccncc2)cc1 (stereo partly drawn)
-0.509&1.09	Cc1ccccc1-c1ccc(C2[C@H]3CNC[C@@H]2N3S(=O)(=O)c2ccccc2C)cc1 (stereo partly drawn)
1.18	CC(=O)NC[C@H]1[C@@H](c2ccc(C3=CCCC3)cc2)[C@@H](CO)N1C(=O)NC(C)C
-0.696	COc1ccccc1CN1[C@@H]2c3ccc(C4=CCCC4)c(=O)n3C[C@H]1[C@H](CO)[C@H]2C(=O)N(C)C
-0.389	O=C(c1cccc(F)c1)N1CC(=O)N2[C@H](CO)[C@@H](c3ccc(-c4cccnc4)cc3)[C@@H]2C1
1.18	Cc1cccc(S(=O)(=O)N2CCCCN3[C@H](C2)[C@@H](c2ccc(-c4cccnc4)cc2)[C@@H]3CO)c1
1.36	O=C(CCN1CCCCC1)N[C@@H]1CC[C@H](CC(=O)N2CCC(Cc3ccccc3)CC2)O[C@@H]1CO
1.12	CCC(=O)Nc1ccc2c(c1)OC[C@@H](C)N(Cc1ccccc1)C[C@@H](C)[C@H](OC)CN(C)C2=O
-0.128	C/C=C/c1ccc([C@@H]2[C@@H](CO)N3C(=O)CN(S(=O)(=O)c4ccccc4)C[C@H]23)cc1
2.94	CCCC#Cc1ccc([C@@H]2[C@@H](CO)N3C(=O)CN(C(=O)c4ccc(F)cc4)C[C@@H]23)cc1
1.03	CCc1csc(N2[C@H](C#N)[C@H](c3ccccc3C3=CCCC3)[C@H]2CO)n1
-0.98	C[C@@H]1CN([C@@H](C)CO)C(=O)c2cc(NS(=O)(=O)c3ccc(F)cc3)ccc2O[C@H]1CN(C)C(=O)Nc1ccccc1

Entries listed so far that contain a cyano group, in the order listed:
IDE exosite FP	smiles
-1.7	CCc1nc(N2[C@H](CO)[C@H](c3ccccc3-c3ccc(F)cc3)[C@@H]2C#N)sc1C
1.51	COc1ccccc1-c1ccccc1[C@@H]1[C@@H](C#N)N(C(=O)C2CC2)[C@@H]1CO
1.03	CCc1csc(N2[C@H](C#N)[C@H](c3ccccc3C3=CCCC3)[C@H]2CO)n1

(list continues)
IDE exosite FP	smiles
-1.98	C[C@H](CO)N1C[C@H](C)[C@@H](CN(C)Cc2ccc(-c3ccccc3)cc2)Oc2c(NS(C)(=O)=O)cccc2C1=O
-0.0593	COc1ccccc1-c1ccc(C2[C@@H]3CN(Cc4nccs4)C[C@H]2N3)cc1 (stereo partly drawn)
4.03	C[C@@H](O)C#Cc1ccc([C@H]2[C@@H](CO)N3CCCCN(S(=O)(=O)Cc4ccccc4)C[C@H]23)cc1
1.36	COCC(=O)N1CC(=O)N2[C@H](CO)[C@H](c3ccc(C#CC4CCCC4)cc3)[C@@H]2C1
-0.55	N#C[C@H]1[C@@H](c2ccccc2)[C@H](CO)N1C(=O)c1cc(Cl)cc(Cl)c1
-0.331	O=C(Cc1ccncc1)Nc1ccc2c(c1)[C@@H]1C[C@@H](CC(=O)N3CCc4ccccc4C3)O[C@@H](CO)[C@@H]1O2
1.91	CC(=O)N1[C@@H]2CN(S(=O)(=O)c3ccccc3C)c3ccccc3[C@@H]2[C@@H]1CO
1.24	COc1cccc(S(=O)(=O)Nc2ccc3c(c2)[C@@H]2C[C@@H](CC(=O)NC4CCCCC4)O[C@@H](CO)[C@@H]2O3)c1

Records above marked active in IDE exosite FP:
IDE exosite FP	smiles
-14.2*	CCCNC(=O)N1CC(=O)N2[C@H](C1)[C@H](c1ccc(-c3cccc(C)c3)cc1)[C@@H]2CO
-8.16*	O=C(CN1CCOCC1)N1CCCCN2[C@H](C1)[C@H](c1ccc(/C=C/c3ccccc3)cc1)[C@@H]2CO
-6.47*	O=C(c1cnccn1)N1CC(=O)N2[C@@H](CO)[C@H](c3ccc(/C=C/c4ccccc4)cc3)[C@@H]2C1
-8.78*	Cc1ccccc1-c1ccc([C@H]2[C@@H](CO)N3CCCCN(C(=O)Nc4ccccc4)C[C@H]23)cc1

Next part
IDE exosite FP	smiles
2.55	COCC#Cc1ccc([C@@H]2[C@H]3CN(C(=O)C4CCOCC4)CC(=O)N3[C@H]2CO)cc1
-0.748	CO[C@@H](CN(C)S(=O)(=O)c1ccc(C)cc1)[C@H](C)CN(C(=O)Nc1ccccc1F)[C@@H](C)CO
0.282	N#C[C@H]1[C@H](c2ccc(-c3cccnc3)cc2)[C@H](CO)N1C(=O)Nc1ccc(F)cc1
-0.693	COC(=O)C[C@@H]1C[C@H]2c3cc(NC(=O)c4ccc5c(c4)OCO5)ccc3O[C@H]2[C@H](CO)O1
-9.06*	O=C(C1CCC1)N1CC(=O)N2[C@H](CO)[C@@H](c3ccc(-c4ccccc4F)cc3)[C@@H]2C1
3.98	Cc1ccc(-c2ccc([C@@H]3[C@H](CO)N4CCCCN(C(=O)Nc5ccccc5)C[C@@H]34)cc2)cc1
2.3	CN(C)C(=O)c1ccc(-c2ccc3c(c2)[C@H]2[C@H](CCN2C(=O)C2CCCC2)[C@@H](CO)N3C)cc1
0.31	C[C@@H]1CN([C@@H](C)CO)C(=O)CCCn2nncc2CO[C@H]1CN(C)Cc1cccc(C(F)(F)F)c1
-0.211	C/C=C/c1ccc([C@H]2[C@@H](CO)N(CC3CCOCC3)C23CN(C(=O)COC)C3)cc1
0.598	C[C@@H]1CCn2cc(nn2)COC[C@@H](c2ccccc2)NC1=O
0.733	COc1ccc([C@H]2C/C=C\C[C@H](c3ccc(F)cc3)NC(=O)CCC(=O)N2)c(OC)c1
4.08	CCCC#Cc1ccc([C@H]2[C@H](CO)N3C(=O)CN(C(=O)c4ccccc4)C[C@@H]23)cc1
2.5	OC[C@H]1[C@@H](c2ccccc2)[C@@H](CNCC2CCC2)N1CC1CC1
-0.649	CO[C@H]1CN(C)C(=O)c2ccc(NC(=O)NC(C)C)cc2OC[C@H](C)N(Cc2ccc(-c3ccccn3)cc2)C[C@H]1C
3.08	COc1cccc(NC(=O)N2CC(=O)N3[C@@H](CO)[C@H](c4ccc(C5=CCCC5)cc4)[C@@H]3C2)c1
-0.886	O=C(Nc1ccc(F)cc1)N1CC(=O)N2[C@H](CO)[C@H](c3ccc(-c4cccc(F)c4)cc3)[C@H]2C1
-2.38	CCS(=O)(=O)N1CC(=O)N2[C@H](CO)[C@@H](c3ccc(C#Cc4cccc(F)c4)cc3)[C@H]2C1
1.37	CCCNC(=O)N1[C@@H](C#N)[C@@H](c2ccc(-c3ccc(C(=O)N(C)C)cc3)cc2)[C@@H]1CO
-0.307	Cn1cnc(S(=O)(=O)N2C[C@@H](O)COC[C@H]3O[C@H](CC(=O)NCc4cccc(F)c4)CC[C@@H]32)c1

Some of the compounds tested; the hit share may differ from the screen's.
